High-throughput results as filed in PubChem.
RTF Ca sens act = cardiac RTF calcium sensitivity activators, primary screen, biochemical, IANBD-TnC fluorescence, EC20 calcium; IANBD-labeled TnC RTF fluorescence at EC20 calcium; 0% EC20 calcium, 100% full calcium; activation, % at 7.2 µM; 340,000 tested, 0.24% active; AID 493008, 2010;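 active = activation above the mean over all tested compounds plus 3 SD, cut at about 30% in these data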;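 note: rise in fluorescence read as greater calcium sensitivity of cardiac thin filaments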
Cardiac RTF inh = cardiac RTF calcium sensitivity inhibitors, primary screen, biochemical, IANBD-TnC fluorescence, EC70 calcium | Troponin I, cardiac muscle (Homo sapiens) + Troponin T, cardiac muscle (Homo sapiens) + … | IANBD-labeled cardiac RTF, Ca2+ fluorescence | inhibition, % at 7.15 µM | 340,000 tested, 0.12% active | AID 493244, 2011;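 active = inhibition above the mean inhibition of all tested compounds plus 3 SD, cut at about 17% in these data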;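 note: assay run at fixed EC70 calcium of 1.6 mM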
LANA DNA inh = inhibitors of KSHV C-LANA binding to DNA, primary screen, biochemical, fluorescence polarization, FAM-LBS DNA, MBP-C-LANA, single point. Kaposi's sarcoma herpesvirus LANA C-terminal domain (residues 932-1162) DNA binding. inhibition, % at 9 µM. 340,000 tested, 0.078% active;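 active = highest replicate inhibition at or above 60% at 9 µM, even if other replicates fall short; inactive = all replicates below 60% inhibition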;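 note: 0% = neutral control wells and 100% = 4 µM acridine orange control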
Keap1 Nrf2 FP = Keap1-Nrf2 protein-protein interaction inhibitors, primary screen, biochemical, fluorescence polarization, single point; AID 504523, 2011; 340,000 tested, 0.15% active; inhibition, % at 9.4 µM; Keap1 Kelch-Nrf2 peptide fluorescence polarization, 1536-well; in the data active = inhibition above about 12%;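 note: human Keap1 Kelch domain with fluorescein labeled Nrf2 9mer peptide probe; 0% = neutral control wells and 100% = peptide positive control; higher means more block of Keap1 binding to Nrf2 peptide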
CAL PDZ FP-1 = untagged CAL PDZ binding inhibitors, primary screen, biochemical, fluorescence polarization, HTS; purified CAL PDZ, TMR-peptide fluorescence polarization, 1 h; Golgi-associated PDZ and coiled-coil motif-containing protein (Homo sapiens), Q9HD26; AID 602252, 2012; inhibition, % at 24.9 µM; 300,000 tested, 0.92% active;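 active = mean inhibition of at least 30% with at least half of replicates also reaching 30%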;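 note: 0% = DMSO neutral control and 100% = excess unlabeled competitor peptide PRC23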
Rtt109 HAT inh = inhibitors of C. albicans Rtt109/Vps75 HAT, primary screen, biochemical, ThioGlo CoA-SH fluorescence, plate reader | Histone acetyltransferase RTT109 (Candida albicans (strain SC5314 / ATCC MYA-2876)), … | purified Rtt109/Vps75, 4 h | inhibition, % at 34.9 µM | 330,000 tested, 0.16% active;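 active = inhibition of at least 50% in every replicate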
Target sequence (Q5AAJ8 whole entry, looked up): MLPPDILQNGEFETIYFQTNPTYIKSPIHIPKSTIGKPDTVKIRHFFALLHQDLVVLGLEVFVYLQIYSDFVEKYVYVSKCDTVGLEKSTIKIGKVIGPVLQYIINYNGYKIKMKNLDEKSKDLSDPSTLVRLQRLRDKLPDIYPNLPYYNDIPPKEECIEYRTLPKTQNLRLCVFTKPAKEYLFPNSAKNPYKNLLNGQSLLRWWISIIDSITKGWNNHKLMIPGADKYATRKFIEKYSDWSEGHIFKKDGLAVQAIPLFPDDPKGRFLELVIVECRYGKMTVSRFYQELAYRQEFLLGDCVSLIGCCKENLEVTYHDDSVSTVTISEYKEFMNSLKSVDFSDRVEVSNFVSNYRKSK
DAGLB inh = DAGLB lipase inhibitors, primary screen, biochemical, fluorescence, HTS | Diacylglycerol lipase-beta (Homo sapiens), Q8NCG7 | AID 504411, 2011 | inhibition, % at 5.17 µM | HEK293T DAGLB membrane lysate, EnzChek fluorogenic substrate | 340,000 tested, 0.059% active; in the data active = inhibition above about 34%;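 note: 0% = enzyme with vehicle and 100% = wells lacking enzyme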
Target sequence (Q8NCG7 whole entry, looked up): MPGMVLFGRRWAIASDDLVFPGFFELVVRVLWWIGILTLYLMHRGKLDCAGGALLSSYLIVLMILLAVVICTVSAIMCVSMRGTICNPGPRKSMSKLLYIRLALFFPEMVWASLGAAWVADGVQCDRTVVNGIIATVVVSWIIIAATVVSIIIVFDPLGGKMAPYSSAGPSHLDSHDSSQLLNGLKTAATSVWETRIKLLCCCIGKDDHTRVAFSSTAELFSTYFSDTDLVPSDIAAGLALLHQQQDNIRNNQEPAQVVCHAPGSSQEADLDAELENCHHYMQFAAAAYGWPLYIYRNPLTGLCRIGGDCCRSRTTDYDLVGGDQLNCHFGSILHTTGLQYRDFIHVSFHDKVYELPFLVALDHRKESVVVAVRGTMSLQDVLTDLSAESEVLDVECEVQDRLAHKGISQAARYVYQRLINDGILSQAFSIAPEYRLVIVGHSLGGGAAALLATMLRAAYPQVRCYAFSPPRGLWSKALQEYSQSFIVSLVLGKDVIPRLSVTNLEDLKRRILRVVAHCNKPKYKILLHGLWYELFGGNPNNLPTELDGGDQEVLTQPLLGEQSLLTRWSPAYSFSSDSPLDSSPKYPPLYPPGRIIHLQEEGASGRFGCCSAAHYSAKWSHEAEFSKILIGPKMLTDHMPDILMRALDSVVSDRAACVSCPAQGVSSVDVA
SR-BI DiI-HDL act = activators of SR-BI mediated DiI-HDL uptake, primary screen, ldlA[mSR-BI] CHO cells, DiI fluorescence. 3 h; 100 = double the neutral-control signal. activation, % at 12.5 µM. 320,000 tested, 0.096% active. AID 504775, 2011;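 active = mean replicate activation of at least 60% and every replicate at or above 60%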;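 note: 0% = median plate neutral-control signal and 100% = twice that signal; values of inactives mirror those of a sister screen read the other way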
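Material – SR-BI-overexpressing, LDLR-lacking CHO cells · Medium – BSA-supplemented, HEPES-buffered Ham's F12, pH 7.4 · Doses – single concentration · Times – compound with DiI-HDL co-incubation, 3 h at 37 °C · Measured by – bottom-read fluorescence, 550/595 nm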
PKA-R2B activ = activators of PKA-R2B holoenzyme, primary screen, biochemical, fluorescence polarization, Cy5-IP20, human. PKA-R2B holoenzyme dissociation; R2B truncated from residue 108, S112A mutant; 0% DMSO only, 100% 113 µM cGMP. activation, % at 11.4 µM. 340,000 tested, 0.079% active. AID 504700, 2011;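 active = activation above a cutoff set at the mean over all compounds plus 3 SD, cut at about 18% in these data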;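 note: higher means more holoenzyme dissociation and a rise in polarization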
CAL PDZ FP-2 = CAL PDZ peptide-binding inhibitors, primary screen, biochemical, fluorescence polarization, Cer-tagged CAL PDZ, HTS | Golgi-associated PDZ and coiled-coil motif-containing protein (Homo sapiens), Q9HD26 | purified CAL PDZ, TMR-peptide fluorescence polarization, 1 h | inhibition, % at 20 µM | 330,000 tested, 0.02% active | AID 504414, 2011;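 active = highest replicate inhibition of at least 40%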;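 note: plate controls were DMSO neutral control wells for no effect and unlabeled competitor peptide control wells for full effect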
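material = purified tagged CAL PDZ domain construct (CerCALP) | buffer or medium = sodium phosphate/NaCl buffer pH 7.4 with TCEP, IgG, Thesit | reagent = TMR-labelled reporter peptide T*-PRC34 bound in PDZ groove | incubation = 1 h room-temperature incubation prior to read | measured by = fluorescence polarization (mP) | evaluation = percent inhibition from loss of millipolarization | control set = unlabelled peptide and DMSO controls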
Numbers without * were called inactive; . = not tested or not shown.

Second line of a record: RTF Ca sens act	Cardiac RTF inh	LANA DNA inh	Keap1 Nrf2 FP	CAL PDZ FP-1	Rtt109 HAT inh	DAGLB inh	SR-BI DiI-HDL act	PKA-R2B activ	CAL PDZ FP-2
> O=C(Nc1ccc(-c2ccc3nncn3n2)cc1)c1ccc(Br)o1
    -5	-5	0.0	5	-6	-11	-2	.	-11	-3.9
> CSCC[C@H](NC(=O)c1cccs1)C(=O)N1CCC2(CC1)NCCc1[nH]cnc12
    10	-7	-1.8	-7	.	-4	0	5	0	0.6
> CC(Oc1ccccc1)C(=O)N=C1SC2CS(=O)(=O)CC2N1c1ccccc1 (stereo not given)
    -5	-9	1.6	-11	-1	2	-1	11	-2	-2.1
> Cc1nnc2ccc(-c3cccc(NS(=O)(=O)c4cc(F)ccc4F)c3)nn12
    -5	2	0.9	0	-3	35	3	-23	-9	-3.4
> COc1cccc(NC(=O)CCCCCN2C(=O)[C@@H]3Cc4ccccc4CN3C2=O)c1
    -7	-1	1.3	0	-2	2	-3	-12	1	-1.7
> Cc1cc(OCCOCCN2CCCC2)ccc1C(C)C
    -3	-1	-0.4	0	-3	3	-1	12	-6	-2.6
> Cc1[nH]c(=O)[nH]c(=O)c1NC(=O)CSc1ncccc1-c1nc2ccccc2[nH]1
    -1	0	-0.8	-8	.	-1	4	-3	3	-2.0
> C=CCSc1nnc2c(n1)OC(c1c(C)[nH]n(-c3ccccc3)c1=O)Nc1ccccc1-2 (stereo not given)
    1	12	-0.2	-9	-5	13	5	7	-7	-1.5
> O=C(c1ncc[nH]1)c1ccccc1C(=O)N1CCOCC1
    -3	-6	1.2	-2	.	5	1	-22	-2	0.4
> COc1ccc(CN2CCC(c3nc4ccc(Cl)cc4[nH]3)CC2)cc1
    0	-12	-1.7	-1	-3	.	1	11	-4	-1.6
> O=CNCCc1nc2ccccc2n1CCc1ccccc1
    -3	-1	2.1	-6	.	0	-1	.	2	-0.3
> O=C(COC(=O)/C=C/c1ccccc1)NCCC1=CCCCC1
    2	-13	0.4	-4	-2	-13	-3	7	6	-3.6
> O=C(C1CCCN(c2ncnc3c2nc2n3CCCCC2)C1)N1CCN(c2ccc(Cl)cc2)CC1 (stereo not given)
    4	0	-0.3	-6	-2	-8	-2	-9	-11	-2.9
> Cc1onc(-c2ccccc2Cl)c1C(=O)Nc1sc2c(c1C#N)CCC2
    4	-12	1.1	-4	-4	-8	-4	-38	-10	-1.9
> COc1ccccc1Cn1c(=O)[nH]c2cccnc21
    11	-6	-0.2	-4	-1	.	6	-6	-7	-3.4
> Cc1cc(/C=N/n2c(COc3ccccc3C)nc3ccccc3c2=O)c(O)c([N+](=O)[O-])c1
    4	-3	1.2	-1	-5	.	7	-144	3	-1.2
> CN(C)c1ccc(S(=O)(=O)N2CCCCC2)cc1NC(=O)COc1ccccc1F
    -3	5	0.1	-3	-1	-3	-3	-24	-1	-0.3
> CC1(C)CC(c2nc(-c3ccc([N+](=O)[O-])cc3)cs2)CCO1 (stereo not given)
    0	-6	-0.3	-1	.	-4	-7	-34	-2	-0.6
> COc1ccccc1Nc1ncccc1C(=O)O
    1	-5	4.3	2	-4	1	-2	16	-1	-1.7
> COc1ccc(OC)c(NC(=S)N2CCN(Cc3ccccc3)CC2)c1
    -5	-7	-1.1	-6	-5	.	-3	-4	1	-2.5

Rewritten with the structure last: two of the compounds above.
| RTF Ca sens act | Cardiac RTF inh | LANA DNA inh | Keap1 Nrf2 FP | CAL PDZ FP-1 | Rtt109 HAT inh | DAGLB inh | SR-BI DiI-HDL act | PKA-R2B activ | CAL PDZ FP-2 | canonical_smiles |
| --- | --- | --- | --- | --- | --- | --- | --- | --- | --- | --- |
| 2 | -13 | 0.4 | -4 | -2 | -13 | -3 | 7 | 6 | -3.6 | O=C(COC(=O)/C=C/c1ccccc1)NCCC1=CCCCC1 |
| 4 | 0 | -0.3 | -6 | -2 | -8 | -2 | -9 | -11 | -2.9 | O=C(C1CCCN(c2ncnc3c2nc2n3CCCCC2)C1)N1CCN(c2ccc(Cl)cc2)CC1 (stereo not given) |

(continued)
Second line of a record: RTF Ca sens act	Cardiac RTF inh	LANA DNA inh	Keap1 Nrf2 FP	CAL PDZ FP-1	Rtt109 HAT inh	DAGLB inh	SR-BI DiI-HDL act	PKA-R2B activ	CAL PDZ FP-2
> COCCNC(=S)N(CCc1c(C)[nH]c2ccc(F)cc12)Cc1cccs1
    2	-1	0.9	2	-4	1	-4	-51	-8	0.6
> CC/C(=N\NC(=O)c1c[nH]c2ccccc12)c1cccs1
    -1	7	-0.9	-2	4	11	-5	-2	-20	-2.1
> O=C(COc1ccccc1)N=C1SC2CS(=O)(=O)CC2N1c1ccc(F)cc1 (stereo not given)
    0	-8	-1.9	-11	0	4	2	18	4	-3.8
> NC(=O)C1CCN(Cc2nc3ccccc3c(=O)[nH]2)CC1
    -3	6	-0.9	6	.	-19	0	-4	2	-0.4
> CCCN(C1CCS(=O)(=O)C1)S(=O)(=O)c1cc(OC)ccc1OC (stereo not given)
    4	-6	-0.1	-6	-15	.	-3	.	2	-3.0
> COc1ccc(OC)c(NC(=O)COC(=O)c2ccc(OC)c(S(=O)(=O)N3CCCC3)c2)c1
    0	0	-1.5	-6	0	11	1	-27	-6	0.0
> CCCCOc1ccc(C(=O)OCC(=O)Nc2cc(C)on2)cc1
    6	-3	0.2	-3	1	-14	-1	12	5	-0.9
> COc1ccc(CNc2ccc([N+](=O)[O-])cn2)cc1
    7	-5	2.6	-4	0	4	-3	-5	-1	-1.7
> CCCCC1=CC2=CC(=O)C(C)(OC(=O)CCc3ccccc3)C(=O)C2=CO1 (stereo not given)
    10	-9	-0.1	-6	-3	-11	10	10	2	-3.1
> O=C(N/N=C/c1ccncc1)c1ccccc1[N+](=O)[O-]
    -3	10	-0.1	-8	-1	-9	1	24	-10	-2.1
> COc1ccc2oc(C(=O)Nc3cccc(S(=O)(=O)N4CCOCC4)c3)c(C)c2c1
    -6	-6	0.6	3	-11	-6	2	-51	-7	-5.2
> O=C(Nc1cccc(Cl)c1N1CCOCC1)c1cccnc1
    -5	3	0.5	3	-7	-5	0	.	4	4.8
> CCCNC(=O)c1ccccc1NC(=O)CN(c1ccccc1OCC)S(C)(=O)=O
    3	-9	3.5	-2	-4	4	0	5	-3	-0.5
> COc1ccc(CCNC2=NCCS2)cc1
    1	-4	-1.0	-5	2	2	-1	2	8	-1.2
> Cc1ccc(/C=C2\SC(=S)N(CC3CCCO3)C2=O)o1 (stereo not given)
    4	-8	-1.4	-9	-1	5	2	2	5	0.4
> Cc1ccccc1-c1nn(-c2ccc(F)cc2F)cc1CNCCCN(C)C
    7	-1	-0.6	-1	0	14	0	15	-11	-0.2
> CCC1Sc2ccc(S(=O)(=O)CCC(=O)Nc3ccc(OC(F)(F)F)cc3)cc2NC1=O (stereo not given)
    1	-5	-1.3	-6	-4	6	5	17	4	-0.3
> CC(C)CCNC(=O)c1ccc2nc[nH]c2c1
    1	-11	-0.8	3	5	13	-1	12	4	-1.2
> Cc1ccc(-c2nnc(N)s2)cc1
    1	11	0.1	-2	-4	-3	-1	11	-3	0.0
> Cc1noc(NS(=O)(=O)c2ccc(NC(=O)CSc3nnc4c(n3)[nH]c3ccccc34)cc2)c1C
    -4	4	15	9	-12	-3	6	27	-4	-2.3
> O=C(O)C1=C[C@@H](c2ccccc2)C[C@@H](OCc2ccc(CO)cc2)O1
    -4	5	-1.7	-4	6	-5	-3	14	-3	-0.7
> Cc1ccc(N2C(=O)C3C4CC(=O)C(c5ccccc54)C3C2=O)cc1 (stereo not given)
    -2	-4	-2.3	1	1	-13	-1	-5	3	-1.6
> COc1ccc(NC(=O)CCN2C(=O)c3ccccc3C2=O)c(OC)c1
    -10	-14	1.6	-1	-5	1	-2	-12	-17	0.5
> CC(OC(=O)/C=C/c1cccs1)C(=O)Nc1ccc(S(N)(=O)=O)cc1 (stereo not given)
    0	-4	-0.2	-4	-3	13	0	.	-6	-2.9
> CC1CCCCC1NC(=O)c1ccc(-n2cncn2)cc1 (stereo not given)
    3	-9	0.5	-1	1	0	0	0	-16	-1.0
> CC1(C)CC(=O)C2=C(C1)N(CCN1CCOCC1)C1=C(C(=O)CC(C)(C)C1)C2c1cccc(Cl)c1
    -7	-6	1.5	-2	-2	-165	1	26	-13	-2.3
> COc1c(OC(C)=O)ccc(/C=C/c2ccc3cccc(OCc4ccccc4)c3n2)c1[N+](=O)[O-]
    0	-6	0.1	0	-7	2	-2	-65	-10	-3.3
> OCC(CO)(CO)NC(=S)Nc1cc(Cl)cc(Cl)c1
    -2	-9	-0.9	-1	2	3	1	.	4	-0.3
> O=C(Nc1ccccc1)Nc1ccc2nnsc2c1
    2	-12	-0.8	-4	.	0	-3	-27	-1	-5.5
> N#Cc1cccc(NC(=O)CCN2C(=O)C3CCCCC3C2=O)c1 (stereo not given)
    -4	2	-0.6	-8	.	10	-1	15	1	0.0
> CCCCC[C@@H]1C=C(C(=O)O)[C@H](c2ccc(Br)cc2)N1S(=O)(=O)c1ccc(C)cc1
    -11	2	-0.2	6	-6	11	7	4	6	1.0
